Compound activity: PubChem BioAssay, several laboratories
Rv3671c inh: inhibitors of M. tuberculosis serine protease Rv3671c. P9WHR9. inhibition, % at 5.96 µM. 0.048% of 320,000 active; in the data active = inhibition above about 38%;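 also: extracellular domain of Rv3671c used as enzyme; 0% = enzyme with DMSO and 100% = no enzyme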
Target sequence (P9WHR9 whole entry, looked up, the tested form may be a part): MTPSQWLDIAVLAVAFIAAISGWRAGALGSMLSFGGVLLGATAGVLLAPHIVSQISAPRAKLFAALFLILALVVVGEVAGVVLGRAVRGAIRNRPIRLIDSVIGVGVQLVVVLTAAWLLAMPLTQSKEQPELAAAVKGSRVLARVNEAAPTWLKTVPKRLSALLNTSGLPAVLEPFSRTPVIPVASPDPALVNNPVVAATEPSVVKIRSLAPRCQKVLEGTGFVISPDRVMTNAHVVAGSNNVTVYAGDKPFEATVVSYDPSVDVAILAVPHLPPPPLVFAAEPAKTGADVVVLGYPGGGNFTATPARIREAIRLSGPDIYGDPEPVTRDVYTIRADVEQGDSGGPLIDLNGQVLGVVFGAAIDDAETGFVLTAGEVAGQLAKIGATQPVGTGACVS
DUSP3 inh: blocks human VHR1 dual specificity phosphatase; P51452; recombinant VHR phosphatase, pNPP absorbance; inhibition, % at 13.3 µM; 0.52% of 290,000 active; in the data active = inhibition above about 50%; also: some compounds called inactive have numbers as strong as hits
Target sequence (P51452 whole entry, looked up): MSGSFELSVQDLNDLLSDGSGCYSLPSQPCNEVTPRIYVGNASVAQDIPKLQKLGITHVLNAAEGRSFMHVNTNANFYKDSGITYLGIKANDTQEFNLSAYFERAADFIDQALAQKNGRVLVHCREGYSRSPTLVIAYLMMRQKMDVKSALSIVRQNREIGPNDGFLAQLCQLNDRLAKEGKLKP
3CLpro inhibitor: SARS-CoV 3CLpro protease inhibition; inhibition, % at 6 µM; P0C6X7; 0.14% of 290,000 active; recombinant SARS-CoV 3CLpro, quenched FRET peptide cleavage; in the data active = inhibition above about 12%
PrPC surface inh: cell surface PrPC inhibition, primary TR-FRET screen. P04156. TR-FRET read-out. inhibition, % at 13.8 µM. 0.43% of 370,000 active; in the data active = inhibition above about 24%; also: 0% = median of the test wells and 100% = reference compound wells
Vc quorum ag: quorum light induction in luxS cqsA deficient V. cholerae. V. cholerae BH1578 lux reporter, luminescence, 6 h. activation, % at 18.7 µM. 0.16% of 350,000 active. AID 588436; in the data active = activation mostly above about 9.7%, no sharp cut-off; inconclusive = no clear call, values can overlap the other calls; inactive = mostly below about 3.7%; also: not every result past the cut was called active; inactives centre near 0; reference of the scale not given here
CCHF vOTU inh: blocks the CCHF virus ovarian tumor domain protease; CCHFV vOTU protease, Pep-AMC fluorescence; inhibition, % at 11.5 µM; 0.55% of 370,000 active; AID 651958; in the data active = inhibition above about 30%; also: 0% = vehicle wells with enzyme and 100% = no enzyme wells
Yp Topo-I inh: blocks Yersinia pestis topoisomerase I activity; Y. pestis Topo-I cleavage product accumulation, plate reader; 0.064% of 360,000 active; activity, % at 10 µM; in the data active = activity above about 50%, passing the limit was not always enough; inconclusive = no clear call, values can overlap the other calls; also: inactives centre near 2
MazEF act: MazEF (E. coli) toxin RNase activation; 0.32% of 350,000 active; FAM/BHQ RNA-DNA oligo cleavage fluorescence, 5 h; P0AE70; activation, % at 20 µM; in the data active = activation above about 50%
Target sequence (P0AE70 whole entry, looked up): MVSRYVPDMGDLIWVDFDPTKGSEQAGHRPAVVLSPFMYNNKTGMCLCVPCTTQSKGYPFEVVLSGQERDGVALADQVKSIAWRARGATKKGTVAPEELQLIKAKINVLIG
PriA SSB inh: K. pneumoniae PriA-SSBct interaction inhibition; AID 1272365; inhibition, % at 33 µM; AlphaScreen SSBct-PriA binding, biotinylated peptide; 0.6% of 430,000 active; in the data active = inhibition mostly above about 37%, no sharp cut-off; inactive = mostly below about 20%;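 also: plate controls were negative control peptide for no effect and reference peptide for full effect; strong numbers were not always called active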
TcdB GH inh: TcdB glycohydrolase inhibition | 0.24% of 350,000 active | TcdB glycohydrolase enzymatic assay, plate reader | inhibition, % at 9.99 µM | P18177; in the data active = inhibition above about 10%
Numbers without * were called inactive; i = inactive; ? = inconclusive; · = no result given. This is a subset; rates above refer to the full screens.

Sample of the layout:
SMILES	Rv3671c inh	DUSP3 inh	3CLpro inhibitor	PrPC surface inh	Vc quorum ag	CCHF vOTU inh	Yp Topo-I inh	MazEF act	PriA SSB inh	TcdB GH inh
O=C1C2CC=CCC2C(=O)N1Cc1ccccc1Cl (stereo not given)	-1	-6	4	3	i	9	-5	0	-7	0.8
CC(=O)Nc1c(C)cc(S(C)(=O)=O)cc1C	2	-7	2	-1	6.2	-12	-4	7	-4	0.9

The listing (from the top)
SMILES	Rv3671c inh	DUSP3 inh	3CLpro inhibitor	PrPC surface inh	Vc quorum ag	CCHF vOTU inh	Yp Topo-I inh	MazEF act	PriA SSB inh	TcdB GH inh
O=C1C2CC=CCC2C(=O)N1Cc1ccccc1Cl (stereo not given)	-1	-6	4	3	i	9	-5	0	-7	0.8
CC(=O)Nc1c(C)cc(S(C)(=O)=O)cc1C	2	-7	2	-1	6.2	-12	-4	7	-4	0.9
Cc1ccccc1Sc1ccc([N+](=O)[O-])cn1	3	·	·	-10	-0.3	16	0	8	-1	1.0
CC(C)c1ccc(/C=C/C(=O)Nc2nc3ccc([N+](=O)[O-])cc3s2)cc1	-6	22	-3	3	-0.4	9	4	5	17	·
O=C(CN1CCN(c2ccc(O)cc2)CC1)Nc1ccc(S(=O)(=O)N2CCCC2)cc1	-5	·	·	-1	i	-10	-5	5	1	-2.8
O=C(NN1CCOCC1)c1cc(-c2cccs2)nc2ccccc12	-1	5	-7	-2	i	-64	8	10	-3	·
CCOc1ccc(OCc2ccc(C(=O)OCc3ccccn3)o2)cc1	1	-10	4	0	-0.3	7	0	2	-19	·
COC(=O)c1nc(NC(=O)c2ccccc2)n[nH]1	2	26	0	-2	i	9	-4	3	0	·
Cc1ccc(CNC(=O)c2cccnc2Sc2cccc(Cl)c2)cc1	5	16	8	1	-0.7	-9	9	1	-3	0.4
COc1ccc(-n2nc(C(=O)O)cc2-c2ccccc2)cc1	2	-19	1	-5	-0.6	1	2	3	-3	2.6
COc1ccccc1OCCNC(=O)c1cc(SC)ccc1Cl	5	-11	1	9	0.3	-13	8	1	-11	·
Clc1ccc2c(c1)CNc1c(ncnc1N1CCOCC1)O2	-1	17	-3	2	-0.2	-9	-1	-4	-18	·
N#C/C(=C/c1cn(CC(=O)O)c2ccccc12)C(=O)NCc1ccccc1	-5	15	4	-13	-0.4	-2	?	-7	6	0.7
O=c1[nH]c(=O)c2cn[nH]c2[nH]1	-2	·	·	9	-0.7	-6	-9	3	-6	0.5
CCCCn1c(N)c(N(CCOC)C(=O)c2cc3c(s2)CCC3)c(=O)[nH]c1=O	6	·	·	-7	i	-8	-3	6	-13	-1.8
O=C(O)c1ccc(NC(=O)c2cccc(C(=O)Nc3ccc(C(=O)O)cc3)n2)cc1	13	-35	1	-1	1.4	-2	1	-21	3	1.3
CCN(CC)c1ccc(NC(=O)C2CCCN(S(=O)(=O)c3cccnc3)C2)c(C)c1 (stereo not given)	7	4	2	0	0.1	-7	18	5	-3	-1.3
CCOc1ccc(S(=O)(=O)N(C)c2ccc(OCC(=O)OCc3c(C)noc3C)cc2)cc1	6	-1	-2	-1	-0.4	-6	17	-3	-4	·
O=C(Nc1cccc(Cl)c1)c1ccc(NC2=NC3CS(=O)(=O)CC3S2)cc1 (stereo not given)	-5	2	5	-1	i	2	-6	6	-8	0.2
O=C(Nc1c(C(=O)N2CCOCC2)cnn1-c1ccccc1)c1ccc([N+](=O)[O-])cc1	1	23	-6	-13	i	-15	4	3	5	-0.2
O=C(COC(=O)c1nc(Cl)ccc1Cl)c1ccccc1Cl	-1	·	·	0	i	1	-3	0	0	1.7
CCCCOC(=O)CSC1=C(C#N)C(c2ccc3c(c2)OCO3)CC(=O)N1 (stereo not given)	-3	10	0	8	-0.6	8	8	-1	0	·
Oc1cccc2nc3ccccc3nc12	-17	-12	2	-31	-0.5	11	-6	-1	11	-8.8
Cc1cc2ccccc2c(=O)n1CC(=O)NCC(=O)N(C)Cc1ccccc1	4	4	1	-2	0.1	-9	-6	-5	10	·
CC(=O)c1cccc(NC(=O)C(C)OC(=O)C2CCC2)c1 (stereo not given)	-5	5	0	2	-7.7	-14	2	-4	-30	1.4

Next part:
SMILES	Rv3671c inh	DUSP3 inh	3CLpro inhibitor	PrPC surface inh	Vc quorum ag	CCHF vOTU inh	Yp Topo-I inh	MazEF act	PriA SSB inh	TcdB GH inh
O=C(Nc1ccccc1Cl)N1C2CCC1CC(O)(c1cccnc1)C2 (stereo not given)	-3	31	-2	1	i	-5	4	0	-2	-0.9
CC(C)CN(C(=O)COC(=O)CCSc1ccc(F)cc1)c1c(N)n(Cc2ccccc2)c(=O)[nH]c1=O	-5	·	·	1	-2.5	0	0	0	-16	1.5
COCc1[nH]nc2c1C(c1ccccc1Cl)C(C#N)=C(N)O2 (stereo not given)	-5	-2	2	-6	i	-9	2	8	1	·
CC(=O)Nc1c(C#N)c(-c2ccccc2)c(C#N)c(=O)n1-c1ccc(C)cc1	·	·	·	-3	-1.1	25	8	·	·	2.6
COc1ccccc1CNC(=O)Nc1cccs1	-10	16	-3	-1	i	-5	-10	2	4	·
Cc1ccc2c(c1)Oc1ccc([N+](=O)[O-])cc1C(=O)N2	8	-2	0	-14	-0.1	6	-1	7	-7	-0.1
CCOc1ccccc1OCC(O)CNC (stereo not given)	3	4	1	·	-0.3	·	5	-8	-1	0.3
COc1cc(SC)ccc1C(=O)N1CCCc2ccccc21	-5	28	0	5	i	-5	29	-1	-6	3.4
COc1ccccc1C(=O)Nc1nnc(S(=O)(=O)N(C)Cc2ccccc2)s1	-5	-4	2	6	i	6	12	-5	-1	0.2
CCOC(=O)/C(C#N)=C/c1ccc(OCC(=O)Nc2cc(C)ccc2C)c(OC)c1	-1	13	-4	0	-1.6	6	0	5	-14	·
COC(=O)Cn1c(=NC(=O)c2cc(-c3cccs3)nc3ccccc23)sc2cc(S(N)(=O)=O)ccc21	-94	-6	3	7	-0.3	-28	8	-22	-13	0.7
COc1nc2c(c(-c3cc(Br)cs3)c1C#N)Cc1ccccc1-2	-1	-5	0	4	-0.9	-7	7	-8	-9	0.4
COc1ccc(C(=O)OCC(=O)N2CC(=O)Nc3ccccc32)cc1Br	·	·	·	6	-1.4	3	5	-4	5	0.6
CN(C)CCOc1ccc2ccccc2c1	-3	-2	3	-2	-0.1	-1	1	2	8	·
CC(C)NC(=O)c1cc(C2CCCCN2C(=O)c2ccc(C(C)C)cc2)on1 (stereo not given)	·	·	·	-4	i	10	26	·	·	2.5
CC(c1ccccc1)C1CC(=O)N(c2ccccc2)C1=O (stereo not given)	3	24	1	6	i	1	6	0	-3	-1.8
CCOC(=O)C1=C(C)NC2=C(C(=O)CC(C)(C)C2)C1c1ccc(O)c(OCC)c1 (stereo not given)	-5	-2	0	-6	i	-11	-6	8	-6	-0.9
N#Cc1nc(-c2ccc(OCc3ccccc3)cc2)oc1NCc1ccco1	6	36	2	1	·	8	4	-7	-4	·
O=C(Cn1nc(C(=O)O)c2ccccc2c1=O)NC12CC3CC(CC(C3)C1)C2	-2	26	3	-5	-0.4	-12	33	6	0	0.6
COc1ccc2c(c1)C(C)=CC(C)(C)N2C(=O)CNCc1ccc2c(c1)OCO2	-2	22	1	-4	i	-3	19	-5	-14	1.0
CCn1nc(NS(=O)(=O)c2ccc([N+](=O)[O-])cc2)c2cc3cccc(C)c3nc21	16	-3	12*	-7	-0.7	3	-9	-4	16	0.9
Cc1nn(-c2ccccc2)c(C)c1/C=N/NC(=O)c1cc(-c2cccc3ccccc23)n[nH]1	-170	-27	-1	12	i	6	26	-10	·	0.0
Cc1cccn2c(=O)c(/C=C3\SC(=S)N(CC(C)C)C3=O)c(NCCCOC(C)C)nc12	-17	28	-4	·	-0.2	·	6	-456	-14	·
O=C(CSc1ncn[nH]1)N1CCCCC1	-5	9	4	2	i	-2	1	0	-1	0.8
CC1(C(=O)NCc2ccc3c(c2)OCO3)CCN1Cc1csc2ccccc12 (stereo not given)	·	·	·	0	i	2	29	·	·	0.9

(next part)
SMILES	Rv3671c inh	DUSP3 inh	3CLpro inhibitor	PrPC surface inh	Vc quorum ag	CCHF vOTU inh	Yp Topo-I inh	MazEF act	PriA SSB inh	TcdB GH inh
COCCOC(=O)C1=C(C)NC(=O)NC1c1c(Cl)nc2ccccn2c1=O (stereo not given)	10	16	-1	-3	-0.5	-4	2	1	-7	·
CCCNC(=O)c1c(N)n(CC2CCCO2)c2nc3ccccc3nc12 (stereo not given)	-28	12	0	-4	-1.4	-151	5	3	-30	·
CCCCOC(=O)c1cc(-c2ccc(/C=N/n3cnnc3)o2)ccc1Cl	-4	·	5	-2	i	-5	39	13	·	·
CC(C)c1ccc(/C=C/C(=O)N2CCc3ccccc3C2)cc1	-7	22	1	-2	i	2	27	1	-6	0.2
COCCN1CCN(C(=O)c2cc(COc3ccc(F)c(F)c3)on2)CC1	·	0	-10	5	-0.2	-1	8	3	-8	0.6
O=C(N/N=C/c1ccccn1)c1cccc(S(=O)(=O)Nc2ccccc2Cl)c1	0	2	2	0	-0.3	-1	6	3	·	7.6
COc1ccc(CCNC(=O)COC(=O)c2ccc(F)c(S(=O)(=O)N3CCOCC3)c2)cc1	2	·	·	1	i	-1	3	2	-1	0.4
O=C(CSc1ccccc1)NCC1(N2CCOCC2)CCCCC1	6	·	·	5	-0.4	16	11	1	-1	0.4
CCCc1c(O)nc(SCC(=O)NCc2ccco2)[nH]c1=O	-20	8	-1	2	i	-12	5	4	3	0.9
CNS(=O)(=O)c1cccc(C(=O)OCC(=O)N2c3ccccc3NC(=O)C2(C)C)c1	4	·	·	-3	-0.6	5	2	3	-1	0.1
CCOCCCNC1=C(Cl)C(=O)c2ccccc2C1=O	-13	0	1	-49	-0.8	46*	0	3	24	3.2
COc1ccc(NC2CCCN(C(=O)c3ccc(C(C)=O)cc3)C2)cc1 (stereo not given)	·	9	-3	-4	-0.7	4	5	-5	-3	2.3
CCCCN(C)CCCNC(=O)c1cn(CC)c2ccc(S(=O)(=O)N3CCc4ccccc4C3)cc2c1=O	-9	10	-1	-7	i	-4	-14	27	6	1.8
N=C(N)CCCOc1ccccc1-c1ccccc1	6	-4	1	7	-0.6	4	-7	0	-2	0.8
CCOc1ccc(S(=O)(=O)N(CC(=O)N/N=C/c2cccs2)c2ccc(C)cc2)cc1	-4	6	11	-1	-5.0	23	14	4	·	·
CC(C)CCCN1C(Nc2ccccc2)=NC[C@@H]1Cc1ccccc1	2	17	1	·	i	·	12	11	-1	·
CC(=O)C1=C(C)NC(SCC(=O)Nc2nccs2)=C(C#N)C1c1ccccc1Cl (stereo not given)	-3	2	6	1	-0.2	8	-6	4	3	·
CCOC(=O)Cn1nnnc1C	-3	1	3	5	i	5	4	4	-6	1.6
CCc1n(CC(O)COCC2CC=CCC2)c2ccccc2[n+]1C (stereo not given)	3	15	0	-2	i	-6	-1	1	-3	0.8
COc1ccc(N/C(=N/c2nc(C)cc(C)n2)NC(=O)c2ccccc2)cc1	-2	4	-2	-2	0.4	-8	-1	15	·	0.6
O=C(O)c1cc(S(=O)(=O)N2CCN(S(=O)(=O)c3ccccc3)CC2)ccc1Cl	-1	22	2	7	i	1	0	-1	11	0.3
Cc1cc(=O)oc2cc(O)cc(OCc3ccccc3)c12	·	·	·	7	i	-254	9	11	-7	0.4
CC(C)COc1cccc(-c2cc(C(=O)Nc3ccon3)c3ccccc3n2)c1	-47	0	5	0	-0.1	4	1	-14	10	0.3

Entries listed so far that contain a COOH group, in the order listed:
SMILES	Rv3671c inh	DUSP3 inh	3CLpro inhibitor	PrPC surface inh	Vc quorum ag	CCHF vOTU inh	Yp Topo-I inh	MazEF act	PriA SSB inh	TcdB GH inh
COc1ccc(-n2nc(C(=O)O)cc2-c2ccccc2)cc1	2	-19	1	-5	-0.6	1	2	3	-3	2.6
N#C/C(=C/c1cn(CC(=O)O)c2ccccc12)C(=O)NCc1ccccc1	-5	15	4	-13	-0.4	-2	?	-7	6	0.7
O=C(O)c1ccc(NC(=O)c2cccc(C(=O)Nc3ccc(C(=O)O)cc3)n2)cc1	13	-35	1	-1	1.4	-2	1	-21	3	1.3
O=C(Cn1nc(C(=O)O)c2ccccc2c1=O)NC12CC3CC(CC(C3)C1)C2	-2	26	3	-5	-0.4	-12	33	6	0	0.6
O=C(O)c1cc(S(=O)(=O)N2CCN(S(=O)(=O)c3ccccc3)CC2)ccc1Cl	-1	22	2	7	i	1	0	-1	11	0.3
